# Screening results: PubChem BioAssay, several laboratories
# EBV gp42 block: Epstein-Barr virus gp42 inhibitors, primary screen, biochemical, uHTS, fluorescence polarization | hit rate 0.42% among 220,000 | Fluorescence polarization binding assay, mP read-out | Glycoprotein 42 (Epstein-Barr virus (strain AG876)), Q1HVG2 | inhibition, % (tested at 21.74 µM); in the data active = inhibition above about 50%
# MDM2 E3 inh: MDM2-luciferase reporter signal enhancers, primary screen, MDM2 E3 ligase inhibitor project, cell-based, luminescence, 1536-well. signal enhancement, % at 5 µM. cell-based MDM2 ubiquitination luciferase reporter, 2 h; 0 = plate control, 100 = twice control, blank-subtracted. hit rate 0.11% among 210,000;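 active = signal enhancement of 30% or more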;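 note: luminescence tracks abundance of the self-degrading MDM2-luciferase fusion protein; higher signal means inhibition of MDM2 E3 ligase activity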
#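 Material: Stable MDM2–luciferase fusion reporter cells | Amount: 2000 cells seeded into each well | Dosing: One concentration, 5 µM, with 0.2% DMSO | Incubation: 4 h cell settling then 2 h compound exposure, 37 °C | Measured by: Luciferase luminescence | Read-out basis: % enhancement relative to plate controls after blank subtraction | Benchmarks: Control and blank well means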
# L929 necroptosis: inhibitors of zVAD-triggered necroptosis, primary screen, L929 cells; viability rescue, % at 10 µM; AID 1377, 2008; hit rate 0.38% among 220,000; L929 zVAD necroptosis rescue, ATP luminescence, 24 h; with zVAD 60 µM;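 active = activation, scaled between plate controls, above about 75%, limit read from the data; inactive = activation under that limit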;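 note: 0% = zVAD with DMSO and 100% = DMSO alone without zVAD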
# 14-3-3 Bad PPI: inhibitors of 14-3-3 zeta/Bad binding, primary screen, biochemical, TR-FRET, bovine 14-3-3 zeta; 14-3-3 protein zeta/delta (Bos taurus), P63103; TR-FRET 14-3-3zeta/Dy647-pBad peptide displacement, 1 h; inhibition, % at 21.7 µM; hit rate 0.71% among 220,000;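 active = inhibition above about 70%, limit read from the data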;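 note: 0% = full 14-3-3 plus peptide FRET controls and 100% = background without 14-3-3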
# NCF1 inh: p47phox/p22phox peptide binding inhibitors, primary screen, biochemical, uHTS, NADPH oxidase regulatory subunit. inhibition, % at 24.7 µM. AID 1274, 2008. fluorescence polarization, 2 h. hit rate 0.53% among 220,000;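 active = inhibition above about 30%, limit read from the data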;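 note: 0% = p47phox with labelled peptide and 100% = labelled peptide alone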
# Target sequence (P14598 whole entry, looked up): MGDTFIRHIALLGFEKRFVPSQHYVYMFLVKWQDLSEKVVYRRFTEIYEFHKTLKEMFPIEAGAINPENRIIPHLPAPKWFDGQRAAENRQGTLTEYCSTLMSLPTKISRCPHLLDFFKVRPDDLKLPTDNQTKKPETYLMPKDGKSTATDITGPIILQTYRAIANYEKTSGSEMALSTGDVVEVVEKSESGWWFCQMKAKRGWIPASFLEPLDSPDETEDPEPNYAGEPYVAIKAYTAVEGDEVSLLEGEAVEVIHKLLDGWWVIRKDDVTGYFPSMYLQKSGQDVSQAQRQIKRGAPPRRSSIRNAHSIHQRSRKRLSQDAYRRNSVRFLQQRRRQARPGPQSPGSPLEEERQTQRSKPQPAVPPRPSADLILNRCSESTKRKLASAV
# TbHK1 inh: Trypanosoma brucei hexokinase 1 inhibitors, primary screen, biochemical, G6PDH-coupled NADH absorbance, MLSCN library; hexokinase 1 [Trypanosoma brucei]; recombinant TbHK1, G6PDH-coupled NADH A340; inhibition, % at 10 µM; hit rate 0.11% among 220,000; AID 1430, 2008;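 active = inhibition of 50% or more in the single-dose primary screen; inactive = inhibition below 50%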
# Hck-Nef inh: inhibitors of Nef-activated human Hck kinase, primary screen, biochemical, Z-Lyte FRET, 384-well, Hck-YEEI. Tyrosine-protein kinase HCK (Homo sapiens), P08631. Recombinant Hck-YEEI plus Nef, Z-Lyte FRET kinase assay. inhibition, % at 20 µM. hit rate 0.68% among 220,000. AID 463187, 2010;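 active = Hck-Nef kinase inhibition above about 50%, limit read from the data; inactive = inhibition below that limit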;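 note: 0% = DMSO with Hck plus Nef and 100% = Hck alone without Nef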
# Target sequence (P08631 whole entry, looked up): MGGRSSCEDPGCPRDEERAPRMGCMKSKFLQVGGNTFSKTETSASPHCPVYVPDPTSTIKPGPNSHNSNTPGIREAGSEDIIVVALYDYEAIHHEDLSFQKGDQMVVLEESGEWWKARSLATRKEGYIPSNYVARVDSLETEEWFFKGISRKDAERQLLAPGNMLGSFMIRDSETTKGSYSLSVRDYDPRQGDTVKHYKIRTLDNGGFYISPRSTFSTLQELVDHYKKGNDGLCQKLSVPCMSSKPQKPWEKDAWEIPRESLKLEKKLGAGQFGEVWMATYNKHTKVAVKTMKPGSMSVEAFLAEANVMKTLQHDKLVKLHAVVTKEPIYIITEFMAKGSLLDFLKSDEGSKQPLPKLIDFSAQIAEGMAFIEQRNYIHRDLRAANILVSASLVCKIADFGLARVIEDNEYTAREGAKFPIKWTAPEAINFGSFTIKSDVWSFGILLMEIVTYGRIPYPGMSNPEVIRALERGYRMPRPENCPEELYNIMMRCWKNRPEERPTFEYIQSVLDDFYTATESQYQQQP
# Runt-SMMHC FRET: inhibitors of RUNX1 Runt–CBFb-SMMHC binding, primary screen, biochemical, FRET, Cerulean-Runt, Venus-CBFb-SMMHC, uHTS | Cerulean-Runt/Venus-CBFb-SMMHC FRET ratio 530/480, 1 h | Runt-related transcription factor 1 (Homo sapiens) + Core-binding factor subunit beta … | inhibition, % at 20 µM | AID 1434, 2008 | hit rate 0.74% among 220,000;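 active = mean inhibition across duplicate retests at 20 µM reaching about 50%, limit read from the data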;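 note: 0% = DMSO wells and 100% = wells with excess untagged CBFb-SMMHC; inhibitors lower the FRET ratio by blocking Runt binding to CBFb-SMMHC; some results filed as inactive read as strong as hits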
# Runt-CBFb FRET: inhibitors of RUNX1 Runt–CBFb binding, primary screen, biochemical, FRET, Cerulean-Runt, Venus-CBFb, uHTS; Runt-related transcription factor 1 (Homo sapiens) + Core-binding factor subunit beta …; Cerulean-Runt/Venus-CBFb FRET ratio 530/480, 1 h; inhibition, % at 20 µM; hit rate 0.46% among 220,000; AID 1496, 2009;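 active = inhibition over about 50% at 20 µM in the single-dose screen, limit read from the data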;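 note: 0% = DMSO wells and 100% = excess unlabeled CBFb competitor control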
#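 Reagent – Venus-CBFb binding partner, 100 nM · Assay system – Cerulean-tagged RUNX1 Runt domain (FRET donor) fusion protein · Input – 100 nM per protein · Incubation – two 1 h room-temperature incubations shielded from light · Measured by – FRET fluorescence · Medium – Tris buffer pH 7.5 with salts and BSA · Benchmarks – unlabeled CBFb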
# * = called active by the depositor; · = no result given; [ ] = remark or other dose.
SMILES,EBV gp42 block,MDM2 E3 inh,L929 necroptosis,14-3-3 Bad PPI,NCF1 inh,TbHK1 inh,Hck-Nef inh,Runt-SMMHC FRET,Runt-CBFb FRET
CCC1CCCCN1c1nc2c(C=O)c(C)nn2c2ccccc12 (centres undefined),2.8,·,3.1,6.7[fluorescence artefact?],-24.3,-17.7,3.8,0.0,-3.5
O=C(Nc1sc2c(c1-c1nc3ccccc3[nH]1)CCCC2)C1CCCC1,-20.5,-5.3,0.8,-0.8,-21.8,-2.7,1.2,-2.6,1.8
Nc1[nH]n(-c2ccccc2)c(=O)c1N=Nc1ccc2ncsc2c1,-0.9,-16.0,1.5,-2.7,1.9,-28.2,-20.0,1.4,21.5
CN1CCN(C2=C(Cl)C(=O)N(Cc3ccccc3)C2=O)CC1,10.1,-11.3,-0.2,0.2,-3.0,4.2,-1.2,-12.2,-3.9
CC(=O)NC(=S)NNC(=O)COc1ccc(Br)cc1,-4.5,-9.7,1.5,-21.3,-8.1,6.8,12.8,12.0,47.1
O=C(Nc1cccs1)Nc1ccccc1Cl,-11.7,-0.9,0.1,5.6,-16.9,1.3,4.1,2.7,11.0
O=C(Nc1nc(-c2ccc(F)c(F)c2)cs1)c1cnccn1,-17.6,·,0.4,22.7,-10.1,-0.6,19.1,1.2,-1.0
O=C(c1ccc2c(=O)n(C3CCCC3)c(=S)[nH]c2c1)N1CCCCCC1,-6.0,-19.2,0.3,-12.0,-10.3,2.7,14.2,1.4,0.4
CCOc1ccc(OCc2ccc(C(=O)Nc3cccnc3)o2)cc1,-23.3,·,0.4,-3.0,-16.8,-0.8,1.3,-1.8,-0.6
O=c1oc2ccc3ccccc3c2c2c1SC(C(F)(F)F)C2 (centres undefined),-9.3,-6.4,-0.7,4.5,1.2,-5.1,3.3,53.5*,22.0
COc1ccc(OC)c(/C=N/NC(=O)CC(=O)NCc2ccccc2)c1,-0.7,-6.4,2.1,18.3,4.2,-14.0,56.5*,-0.5,-1.5
COc1cccc(-c2cc(N)nn2C(=O)Nc2ccc(Cl)cc2)c1,-4.4,-7.8,5.9,1.8,-14.4,-4.7,23.1,-0.5,2.1
CCOC(=O)C1(CC2CCCCO2)CCN(Cc2cc(F)ccc2-n2cccn2)CC1 (centres undefined),-13.3,-14.6,-0.5,-14.3,-1.2,0.9,22.2,·,·
Cc1nn(-c2ccccc2)c(C)c1C(=O)OCC(=O)N1c2ccccc2NC(=O)C1(C)C,-19.0,-5.7,-0.7,-0.7[fluorescence artefact?],-4.0,-5.1,4.0,-0.5,-0.4
COc1cccc(OC)c1C(=O)NC(=S)Nc1cccc(NC(=O)c2ccco2)c1,-0.3,-0.1,8.5,-11.8,-12.0,5.6,2.4,-0.1,0.8
Cc1cc([N+](=O)[O-])c(C)cc1-c1ccc(/C=N/NC(=O)Cn2nnnc2N)o1,11.4,-6.0,6.1,87.8*,-90.6,-18.0,53.2*,11.5,19.3
COc1ccccc1CN1C(=O)CN(C2CCCC2)C(=O)C1c1ccc(F)cc1 (centres undefined),6.0,-1.3,1.1,11.0[fluorescence artefact?],-5.4,-2.8,-0.8,0.5,-2.3
O=C(CC1NCCNC1=O)Nc1ccc([N+](=O)[O-])cc1 (centres undefined),2.4,-12.2,-1.5,-3.5,-1.2,-13.7,-46.5,2.5,-2.1
COc1ccc(C(=O)C2CCCN(C(=O)c3cc(C(C)C)no3)C2)cc1F (centres undefined),-5.4,-3.1,-0.7,3.1,-2.9,-2.8,11.4,-8.1,-3.0
O=C(CSc1ccccc1C(=O)O)c1ccc([N+](=O)[O-])cc1,-11.9,-9.0,0.5,-0.6,·,-1.8,9.5,-0.8,-1.5

# Single records, from the list above. Values in the order: EBV gp42 block, MDM2 E3 inh, L929 necroptosis, 14-3-3 Bad PPI, NCF1 inh, TbHK1 inh, Hck-Nef inh, Runt-SMMHC FRET, Runt-CBFb FRET
# Shown for `CCOC(=O)C1(CC2CCCCO2)CCN(Cc2cc(F)ccc2-n2cccn2)CC1` (centres undefined) → -13.3, -14.6, -0.5, -14.3, -1.2, 0.9, 22.2, ·, ·
# Shown for `O=C(Nc1nc(-c2ccc(F)c(F)c2)cs1)c1cnccn1` → -17.6, ·, 0.4, 22.7, -10.1, -0.6, 19.1, 1.2, -1.0

# Next compounds.
SMILES,EBV gp42 block,MDM2 E3 inh,L929 necroptosis,14-3-3 Bad PPI,NCF1 inh,TbHK1 inh,Hck-Nef inh,Runt-SMMHC FRET,Runt-CBFb FRET
CC1=C(C(=O)Nc2ccccc2)C(c2ccco2)C(C#N)=C(SCC(=O)OC(C)C)N1 (centres undefined),-9.0,12.1,-0.4,-16.4[fluorescence artefact?],-29.1,-11.1,-0.7,3.9,1.0
CC(C)(C)NC(=O)C1CCC(C)(C(=O)O)C1(C)C (centres undefined),2.0,-2.6,-0.7,-2.2[fluorescence artefact?],10.6,1.4,3.2,1.3,0.9
COc1ccc2nc(SCc3cccnc3)c(C#N)cc2c1,-3.8,-9.4,0.2,-25.3,-0.2,-11.9,1.5,5.1,3.1
Cc1ccc(N(CC(=O)NCC2CCCO2)C(=O)CCC(=O)Nc2ccccn2)cc1C (centres undefined),4.7,-12.8,0.7,-6.9,16.5,-3.1,15.8,4.5,-0.8
O=C(NCc1ccccc1)C12CN(Cc3ccccc3)CC1C(c1cccc([N+](=O)[O-])c1)=NO2 (centres undefined),-3.2,1.2,0.5,-8.4,-10.8,3.6,-0.3,1.4,-0.4
CCOC(=O)c1c(NC(=O)c2noc3c2CCCC3)sc(C)c1C,-16.2,-2.9,-0.1,6.6[fluorescence artefact?],-5.5,-5.1,1.0,8.8,23.8
CNC(=O)CN(c1cc(C)ccc1C)S(C)(=O)=O,-6.8,-12.8,0.3,4.8,-2.5,1.9,-0.7,-3.4,0.0
CNC(=S)N(Cc1cc2ccc(OC)cc2[nH]c1=O)CC1CCCO1 (centres undefined),-4.1,-7.7,0.9,0.8,-6.8,-17.9,17.1,39.7,63.0*
CC(=O)OC(C)(CCC(C)(OC(C)=O)C(C)=O)C(C)=O (centres undefined),-11.5,-10.5,0.4,-14.8,0.9,0.8,1.3,0.0,0.9
O=C(/C=C/c1ccc(F)cc1)NCc1cccs1,-17.9,-9.8,1.1,-11.4[fluorescence artefact?],-0.6,30.3,0.8,-2.1,0.2
Cn1cc([N+](=O)[O-])c(C(=O)N/N=C/c2ccc([N+](=O)[O-])cc2)n1,21.8,8.2,1.8,-3.4[fluorescence artefact?],-12.4,-32.7,-0.1,3.7,2.2
CCCCCCN(C(=O)CCCCCN1C(=O)NC(c2ccc(-c3ccccc3)cc2)C(C(=O)OCc2ccccc2)=C1C)C(C(=O)NCCCC)c1ccc(O)c(C(=O)OC)c1 (centres undefined),-9.5,-10.9,1.6,-5.7,7.9,-5.5,23.6,-1.9,2.9
CC(C)(C)N=C1C([N+](=O)[O-])=CC=C2C1=NC1(CCCCC1)N2O,-6.1,-0.3,-0.1,-10.2,-4.3,5.4,3.0,-3.1,-1.2
Cc1cc(C)c2cc(C=O)c(Cl)nc2c1,-5.2,-17.5,1.0,16.1,1.2,-2.1,39.4,-1.3,0.2
Cc1cc(C)c(C#N)c(SCCS(=O)(=O)Cc2ccccc2)n1,-12.0,-7.7,0.1,3.8,-8.7,0.6,0.5,2.6,-2.5
O=C(CNC(=O)C12CC3CC(CC(C3)C1)C2)NC1=NCCS1,-12.0,-3.7,-0.1,0.9,-4.9,-3.2,0.4,2.6,-2.1
CN1CCN(C(=O)c2ccccc2NC(=O)C(C)(C)C)CC1,-0.7,-3.0,-0.1,0.8,8.6,-0.9,-6.0,-1.3,0.8
CCc1ccc(NS(=O)(=O)c2ccc(OC)c(C)c2)cc1,-3.6,-10.5,0.8,-6.0,-1.4,4.7,-1.7,-3.0,-0.9
Cc1ccc2c(c1)c(Sc1ccccc1)c(CC(=O)O)n2C,15.7,1.2,3.2,-2.5,-5.0,34.3,1.4,-3.3,-1.6
NS(=O)(=O)c1ccc(N=Cc2c(O)c3ccccc3oc2=O)cc1,4.2,-3.1,0.7,-9.2,-21.1,-2.8,26.0,2.1,0.0
COc1ccc(OC)c(CN2CCN(Cc3cccc4ccccc34)CC2)c1,-1.6,-4.7,3.8,43.7,-5.1,4.8,20.1,-4.3,-0.4
Cn1nnnc1SCC(=O)N1CCN(Cc2ccccc2)CC1,-1.5,-3.1,0.1,-7.6[fluorescence artefact?],2.6,2.8,0.7,-2.6,3.3
O=[N+]([O-])/C=C/c1c(OCc2ccccc2)ccc2ccccc12,-16.8,-10.2,0.6,2.9,-14.0,2.9,1.3,-2.6,1.5
Cc1cc2ncn(CC(O)COC3CCCCC3)c2cc1C (centres undefined),-2.5,-10.7,0.2,-17.7,2.6,1.7,0.0,2.8,-4.0
CC(C)(C)c1cc(CN2CCN(CCO)CC2)cc(C(C)(C)C)c1O,-10.5,1.4,-0.2,20.6,-8.5,-1.0,1.4,-0.3,0.5
C=CCNC(=O)CCNS(=O)(=O)c1ccc(Br)cc1,-3.5,-9.0,-0.8,2.0,-4.9,0.8,-0.6,1.9,-2.2
CCOC(=O)CCn1c(CC(=O)OCC)nc2ccccc21,-13.8,8.5,1.0,34.4,-12.8,5.5,1.9,-2.1,-2.4
O=C(COC(=O)CCC(=O)c1ccc(Cl)cc1)NCc1ccco1,7.7,-8.7,0.3,7.7,-15.3,0.1,4.1,-4.9,3.6
CCCN1CCC(NC(=S)Nc2ccc(OC)c(OC)c2)CC1,-6.2,-0.8,19.1,-8.0,-23.0,0.8,13.9,0.3,1.0
CCOC(=O)c1ccc(NC(=O)c2cc(F)c(F)cc2Cl)cc1,0.1,-5.3,1.6,-2.8,0.9,2.6,-10.7,-1.6,-0.7
